Screens as filed in PubChem.
DAGLB inh – blocks human DAGLB lipase activity | Q8NCG7 | HEK293T DAGLB membrane lysate, EnzChek fluorogenic substrate | inhibition, % at 5.17 µM | 0.059% of 340,000 active; in the data active means inhibition above about 34%;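 further: 0% = enzyme with vehicle and 100% = wells lacking enzyme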
Target sequence (Q8NCG7 whole entry, looked up): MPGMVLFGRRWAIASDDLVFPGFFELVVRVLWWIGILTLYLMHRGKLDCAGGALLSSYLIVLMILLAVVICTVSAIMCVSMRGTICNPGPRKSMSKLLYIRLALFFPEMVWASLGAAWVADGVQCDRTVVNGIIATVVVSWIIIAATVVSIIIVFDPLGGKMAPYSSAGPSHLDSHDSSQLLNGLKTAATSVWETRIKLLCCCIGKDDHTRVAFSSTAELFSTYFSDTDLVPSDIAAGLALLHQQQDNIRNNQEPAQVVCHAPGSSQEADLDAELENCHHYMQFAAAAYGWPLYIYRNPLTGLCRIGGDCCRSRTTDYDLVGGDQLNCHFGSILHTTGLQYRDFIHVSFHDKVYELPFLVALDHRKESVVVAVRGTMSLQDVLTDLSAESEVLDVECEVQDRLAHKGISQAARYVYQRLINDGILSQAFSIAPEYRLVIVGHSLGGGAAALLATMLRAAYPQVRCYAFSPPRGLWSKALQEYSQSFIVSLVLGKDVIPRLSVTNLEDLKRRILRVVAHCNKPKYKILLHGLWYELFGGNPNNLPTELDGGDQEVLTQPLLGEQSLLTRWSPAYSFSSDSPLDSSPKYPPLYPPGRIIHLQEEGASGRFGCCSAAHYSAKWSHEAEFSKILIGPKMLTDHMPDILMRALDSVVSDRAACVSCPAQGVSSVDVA
Rtt109 Vps75 – inhibitors of Candida albicans Rtt109/Vps75 histone acetyltransferase; 0.16% of 330,000 active; Q5AAJ8; purified Rtt109/Vps75, ThioGlo CoA-SH fluorescence, 4 h; inhibition, % at 34.9 µM;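 active means inhibition of at least 50% in every replicate; inconclusive means best replicate reaches 50% inhibition but some replicates fall short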
Target sequence (Q5AAJ8 whole entry, looked up): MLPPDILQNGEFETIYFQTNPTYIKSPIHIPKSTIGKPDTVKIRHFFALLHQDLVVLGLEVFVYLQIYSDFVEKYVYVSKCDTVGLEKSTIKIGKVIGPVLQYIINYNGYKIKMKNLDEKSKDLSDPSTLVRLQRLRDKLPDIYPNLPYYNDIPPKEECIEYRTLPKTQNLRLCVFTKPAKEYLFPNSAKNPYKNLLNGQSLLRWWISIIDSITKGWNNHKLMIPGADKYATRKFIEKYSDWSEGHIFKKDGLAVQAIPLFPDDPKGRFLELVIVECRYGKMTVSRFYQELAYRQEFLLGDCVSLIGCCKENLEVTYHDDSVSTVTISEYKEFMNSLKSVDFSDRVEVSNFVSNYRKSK
CAL PDZ FP – inhibitors of human CAL PDZ peptide binding | 0.02% of 330,000 active | AID 504414 | purified CAL PDZ, TMR-peptide fluorescence polarization, 1 h | Q9HD26 | inhibition, % at 20 µM;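 active means highest replicate inhibition of at least 40%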;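 further: plate controls were DMSO neutral control wells for no effect and unlabeled competitor peptide control wells for full effect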
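material = purified tagged CAL PDZ domain construct (CerCALP) | compound dosing = 20 µM, one dose | times = 1 h at RT | measured by = fluorescence polarization from S- and P-plane intensities, G-factor corrected | read-out = inhibition from polarization loss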
phage Ecoli inh – E. coli growth loss with phage present; growth absorbance; inhibition, % at 11.9 µM; 0.26% of 360,000 active; AID 651602; in the data active means inhibition above about 11%
E coli growth – counter-screen for AddAB inhibitors: E. coli growth inhibition; E. coli V3065 growth, OD600 absorbance, 18 h; inhibition, % at 11.9 µM; 0.27% of 330,000 active; AID 449728;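 active means inhibition above the campaign's mean inhibition across all tested compounds plus 3 SD, cut at about 9.9% in these data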;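 further: uninfected addAB+ strain grown without phage in ampicillin broth; 0% = DMSO wells and 100% = ciprofloxacin 0.95 µg/ml wells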
Wnt bcat act – Wnt/beta-catenin pathway activation. activation, % at 9.35 µM. 1.2% of 300,000 active. Wnt/beta-catenin reporter cell assay, activator, plate reader; in the data active means activation above about 30%, passing the limit was not always enough; inconclusive means no clear call, values can overlap the other calls;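 further: 0% = neutral control wells and 100% = positive control wells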
PfHsp90 set2 – inhibits growth of yeast expressing Plasmodium falciparum Hsp90. S. cerevisiae expressing PfHsp90, BacTiter-Glo ATP, 48 h; yeast lacking PDR1 and PDR3 efflux regulators. inhibition, % at 9.4 µM. 0.32% of 310,000 active;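 active means every replicate shows inhibition above about 80%, whatever the replicate mean, limit read from the data; inconclusive means mean inhibition reaches the set limit but some replicate falls short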;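 further: 0% = DMSO neutral controls and 100% = 20 µM radicicol positive controls; yeast relying on Plasmodium falciparum Hsp90 in place of its own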
PvdQ inh – P. aeruginosa PvdQ acylase inhibition. purified PvdQ acylase, fluorescence plate reader. inhibition, % at 10 µM. 0.063% of 340,000 active. AID 488965; in the data active means inhibition above about 30%, passing the limit was not always enough; inconclusive means no clear call, values can overlap the other calls;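 further: 0% = vehicle neutral wells and 100% = reference inhibitor wells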
Tat transport – E. coli Tat transport inhibition; E. coli MC4100 TorA-mCherry Tat export, fluorescence; inhibition, % at 10 µM; 0.036% of 340,000 active; AID 488895;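 active means mean replicate inhibition at least 50% and at least half of replicates individually reaching 50%; inconclusive means only one of the two criteria met; inactive means neither criterion met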;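 further: exported cargo escapes ClpAP degradation while cytoplasmic cargo is degraded and loses fluorescence; 0% = median of neutral control wells and 100% = median of NaSCN control wells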
AddAB inh – less growth of phage-infected E. coli with AddAB. E. coli expressing H. pylori AddAB, absorbance growth. inhibition, % at 11.9 µM. 0.29% of 330,000 active. AID 435030; in the data active means inhibition above about 12%;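 further: 0% = vehicle wells of infected cells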
* = called active by the depositor; ? = inconclusive; · = no result given.

SMILES	DAGLB inh	Rtt109 Vps75	CAL PDZ FP	phage Ecoli inh	E coli growth	Wnt bcat act	PfHsp90 set2	PvdQ inh	Tat transport	AddAB inh
COc1ccc(CNC(=O)CN(CC2CCCO2)C(=O)CNS(=O)(=O)c2ccc(C)cc2)cc1 (stereo not drawn)	2	-8	-5.5	2.4	1.2	·	·	-7	-5	6.3
CCC(=O)N1CCc2cc(S(=O)(=O)NC(C(=O)NCc3ccccc3)C(C)C)ccc21 (stereo not drawn)	-2	3	-1.0	3.2	-1.5	-9	·	6	-6	0.9
CO/N=C/C(C#N)=C/c1ccc(OC)c(OC)c1	1	10	-0.5	3.6	-2.4	-3	13	-4	17	0.2
CN(Cc1ccc(Cl)cc1)C(=O)c1ccccc1SCC(=O)N1CCCC1	1	0	-2.0	-0.8	·	0	-5	-6	-3	·
Cc1nc(Nc2ccc(Br)cc2Br)c([N+](=O)[O-])c(=O)[nH]1	-1	4	-0.5	1.5	-2.4	1	-29	-8	-2	-0.4
COc1cc2c(cc1OC)CN(C(=O)c1cccc(S(=O)(=O)N(C)C)c1)CC2	1	23	-1.6	0.9	2.0	1	-2	7	1	-0.3
COCCN1CC(C(=O)NCCc2nc(C)c(C)s2)CCC1=O (stereo not drawn)	-2	12	-1.2	1.0	-2.5	3	-11	-4	-8	2.5
Cn1cccc1C(=O)NC(=O)COC(=O)CNC(=O)CNC(=O)c1ccc(Cl)cc1Cl	5	1	0.8	4.7	2.5	-1	-9	-8	8	1.0
CCCCN(C)C(=O)c1cc2c(s1)-c1ccccc1S(=O)(=O)C2	-1	6	0.4	3.0	-2.1	3	13	2	-6	0.2
COc1ccc(-c2nc3ccc(Cl)cn3c2NC2CCCCC2)cc1SC1CCCCC1	-2	3	0.2	-0.9	-0.4	-4	14	-13	2	-1.4
COc1cc(NC(=O)CSCC(=O)Nc2cccc(C(F)(F)F)c2)c(Cl)cc1Cl	-2	-1	0.5	-0.2	1.2	-1	-4	5	6	3.0
COc1cccc(C(C(=O)NCC2CCCO2)N(C(=O)Cn2nnc3ccccc32)c2ccc(NC(C)=O)cc2)c1 (stereo not drawn)	1	-8	-2.6	1.4	-0.2	1	-30	-15	2	-1.0
COC(=O)c1ccc(NC(=O)CNC(=O)C2CCCCC2)c(C)c1	3	-4	-2.3	2.5	-3.2	·	-21	-7	-12	-2.4
Cc1nn2c3c(cnc2c1-c1ccccc1)C(=O)CCC3	0	-7	-2.7	4.2	1.0	8	-11	-12	4	-1.1
C/C(=N/NC(=O)CNS(=O)(=O)c1ccccc1)c1ccc(Br)cc1	-3	-11	-0.6	-0.9	1.0	2	9	-10	5	-0.3
O=C(c1cc(-c2ccccc2)n[nH]1)N1CCc2c([nH]c3ccccc23)C1c1ccccn1 (stereo not drawn)	2	0	-0.4	4.0	-2.8	-25	13	-15	3	0.7
OCC[C@@H]1C[C@@H](O)[C@H](O)[C@@]2(CCCc3ccccc3O2)O1	-1	1	0.2	0.6	0.8	-3	-20	-7	-4	2.9
Cn1nnnc1SCc1ccccc1[N+](=O)[O-]	1	-7	-0.5	2.1	1.5	-5	·	-6	-3	3.0
CC(CC(=O)Nc1ccc(Cl)c(S(=O)(=O)N2CCOCC2)c1)c1ccccc1 (stereo not drawn)	1	3	-2.2	1.1	·	-1	·	-10	3	·
Oc1[nH]c2ccccc2c1/C=N/c1nccs1	4	3	·	0.9	-0.1	-2	-3	7	4	2.0
Cc1ccc(S(=O)(=O)N2CCCCC2)cc1NC(=O)c1ccc2c(c1)OCO2	-1	?	-1.5	5.0	0.3	·	-8	16	-5	-0.6
O=C(CN1C(=O)S/C(=C\c2ccc(O)cc2)C1=O)c1ccccc1	-2	-1	-0.2	3.2	0.3	1	-1	-18	-12	1.5
c1ccc(CCNc2ncnc3ccccc23)cc1	-1	-6	-2.6	2.4	-1.6	15	-11	-5	-10	2.2
O=C(O)CC1(CC(=O)Nc2ccccc2C(=O)c2ccccc2)CCCC1	-1	-1	0.0	3.2	0.4	-6	-14	-8	-2	1.7
O=C(CNC(=O)c1ccc(Br)cc1)NCCc1nc2ccccc2[nH]1	1	-8	-1.9	0.6	-2.1	·	0	-6	1	-1.4

Other records.
SMILES	DAGLB inh	Rtt109 Vps75	CAL PDZ FP	phage Ecoli inh	E coli growth	Wnt bcat act	PfHsp90 set2	PvdQ inh	Tat transport	AddAB inh
N#C/C(=C\c1ccc(-c2ccccc2Cl)o1)C(=O)Nc1nc2ccccc2s1	3	-4	-0.9	1.5	-3.6	5	28	-6	6	-0.5
COC(=O)c1ccccc1NS(=O)(=O)c1ccc(Cl)nc1	-1	0	-1.0	0.6	1.8	-1	·	-21	1	1.0
O=C(NC1CC1)c1ccc(-c2ccccc2)cc1	-2	-5	-0.7	3.7	0.7	26	-8	0	-2	0.9
Cc1ccccc1NC(=O)CSc1nc2ccccc2o1	0	0	·	4.0	1.4	·	-20	-14	6	2.2
COc1ccc(N2CCN(C(=O)COC(=O)[C@@H](NC(=O)OCc3ccccc3)C(C)C)CC2)cc1	-2	5	-0.5	2.9	·	-2	-8	-6	-7	·
Cc1ccc(C(=O)NCCc2nnc3ccc(NCCCN4CCOCC4)nn23)cc1	-5	-8	-0.6	-2.0	-0.8	1	-6	-3	-2	1.8
COc1cccc(NC(=O)CN(C)C(=O)c2cccc(S(=O)(=O)Nc3ccc(C)cc3)c2)c1	-2	4	-0.2	-1.1	-3.2	1	-11	-6	-3	0.1
COc1cc(OC)c(C2C(C(=O)Nc3ccc(C)cc3C)=C(C)Nc3ncnn32)cc1OC (stereo not drawn)	1	-1	-0.8	2.7	-0.4	·	·	-3	-8	-0.7
Cc1ccsc1C(=O)C1CCCN(Cc2cc(F)ccc2-n2cccn2)C1 (stereo not drawn)	-3	19	-2.1	0.8	-0.2	-2	·	10	-2	-0.2
Fc1cccc(F)c1-n1c(CN2CCCCC2)csc1=S	-5	25	-0.4	3.6	0.3	-9	15	2	4	-1.0
CCc1cc2c(NC(Cc3c[nH]c4ccccc34)C(=O)O)nc(C)nc2s1 (stereo not drawn)	4	4	-2.7	1.9	0.3	0	-19	-11	-2	0.8
COc1cc2c(cc1OC)C(C(=O)NC(C)c1ccccc1)CC(=O)N2 (stereo not drawn)	2	-2	·	-1.6	2.9	0	4	-18	17	-1.0
CC1(C)CC(=O)C(CC(=O)N2CCC(Cc3ccccc3)CC2)C(=O)C1	1	7	-0.9	3.2	-0.2	-2	-8	13	4	1.0
CCOC(=O)c1ccc(NS(=O)(=O)c2cnc[nH]2)cc1	1	0	-2.0	1.7	0.2	·	14	2	4	2.4
COc1ccc(Nc2nc(N)c(C(=O)c3ccc(OC)cc3)s2)cc1	-1	-1	1.3	2.1	-1.7	-2	-42	-14	10	-0.7
CC(CC(=O)Nc1cccnc1)c1ccccc1 (stereo not drawn)	0	-11	-0.5	3.3	-2.0	0	0	-4	0	0.1
Cc1cccc(NC(=O)COC(=O)c2ccc(C)c(S(=O)(=O)N3CCCCC3)c2)c1	-9	10	-0.9	3.0	2.5	-2	-6	-7	-3	-0.5
O=C(O)c1ccccc1C=NN1CCCCCC1	-1	0	-2.4	3.0	·	-3	·	-10	-7	·
O=C(Nc1ccc(F)cc1)c1ccc2c(=O)n3c(nc2c1)CCCCC3	0	4	-2.2	2.0	1.2	17	28	-13	11	11
Cc1ccc(NC(=S)N(C)C)cc1C	·	10	-0.7	-0.1	-0.8	-1	10	-19	-1	5.0
O=C1CC(C(=O)N2CCN(c3ccccc3O)CC2)CN1Cc1ccccc1 (stereo not drawn)	1	-9	-2.8	3.8	0.2	-4	·	-3	1	-1.9
CCN(C(=O)c1cc(S(=O)(=O)N2CCCC2)ccc1C)C1CCS(=O)(=O)C1 (stereo not drawn)	-2	-4	-0.6	2.4	-3.0	-2	7	-14	4	-1.1
O=C(COC(=O)Cc1ccccc1F)NCCNC(=O)COC(=O)Cc1ccccc1F	4	-8	-2.3	5.2	-0.2	-4	·	-12	-3	1.7
Cc1ccc(Sc2nc3ccc(C)cn3c(=O)c2/C=N/O)cc1	-2	-4	-3.2	3.1	0.0	-15	-19	-3	?	0.0
CC(=O)OCCSc1c(-c2ccccc2)c2cc(Cl)ccc2[nH]c1=O	3	-1	-2.7	3.1	0.4	-8	-9	12	7	3.1

Reprinted from the part before: 3 entries, followed by the next part.
SMILES	DAGLB inh	Rtt109 Vps75	CAL PDZ FP	phage Ecoli inh	E coli growth	Wnt bcat act	PfHsp90 set2	PvdQ inh	Tat transport	AddAB inh
O=C(COC(=O)Cc1ccccc1F)NCCNC(=O)COC(=O)Cc1ccccc1F	4	-8	-2.3	5.2	-0.2	-4	·	-12	-3	1.7
Cc1ccc(Sc2nc3ccc(C)cn3c(=O)c2/C=N/O)cc1	-2	-4	-3.2	3.1	0.0	-15	-19	-3	?	0.0
CC(=O)OCCSc1c(-c2ccccc2)c2cc(Cl)ccc2[nH]c1=O	3	-1	-2.7	3.1	0.4	-8	-9	12	7	3.1
CCOc1ccc(CCNc2nc3c(c(=O)n(C)c(=O)n3C)n2CC)cc1OCC	0	-2	-0.2	0.9	-1.4	-10	3	2	-9	1.4
NC(=O)c1ccc2c(=O)c(O)c(-c3cc(Cl)c(N)c(Cl)c3)[nH]c2c1	2	-11	0.8	8.0	7.9	1	5	-3	2	11
Cc1occc1C(=O)NNS(=O)(=O)c1ccc([N+](=O)[O-])cc1	2	-8	0.6	1.4	-0.3	-2	-20	-6	5	2.7
COc1ccc(NC(=O)N2CCCC2)cc1OC	-1	-7	-1.1	1.7	-0.8	-2	0	3	1	-0.3
Cc1cc(C(=O)N/N=C/c2c3ccccc3cc3ccccc23)n[nH]1	0	1	-0.8	-0.8	-0.8	2	14	-14	4	2.2
COc1ccc(CCNC(=O)COC(=O)c2ccc(N3CCCC3=O)cc2)cc1OC	-4	-1	-6.1	2.5	1.0	-1	12	5	3	-0.2
COc1ccccc1N(C(=O)CNC(=O)c1ccco1)C(C(=O)NC1CCCC1)c1ccco1 (stereo not drawn)	0	9	-0.3	0.5	-3.1	-1	-1	-1	-2	1.8
Cc1ccc([N+](=O)[O-])c(OCCCNCC(C)O)c1 (stereo not drawn)	-2	-3	0.1	3.6	-1.0	0	-4	-2	-9	0.4
O=C(NCCCN1CCOCC1)c1ccc(S(=O)(=O)Nc2ccccc2)cc1	-3	19	-3.1	1.9	2.6	-4	·	2	-5	0.9
CCOC(=O)c1c(C)nc2ncccn12	-4	0	-0.6	2.6	1.6	·	-25	-7	4	1.1
CCCn1cnc2c(SCc3ccccc3F)nc(N)nc21	-1	-13	-1.8	1.6	·	-1	-10	-10	-2	·
COc1ccc(N(CC(=O)NC2CC3CCC2C3)S(=O)(=O)c2ccccc2)cc1Cl (stereo not drawn)	-4	18	-2.3	1.7	·	-4	-15	-6	1	·
COC(=O)/C(=C\c1ccc(O)cc1)c1nc2ccccc2[nH]1	-2	·	6.7	0.5	-1.9	5	-65	-3	-2	0.6
O=C/C(=C\Nc1ccc(Cl)cn1)c1nc2ccccc2o1	-5	2	-0.9	0.7	0.4	·	1	-3	1	0.9
O=C(CCC(=O)OCC(=O)c1cccc([N+](=O)[O-])c1)Nc1cccc(Cl)c1Cl	0	-6	-1.3	-1.3	-1.5	40*	51	-14	-5	0.8
COc1ccccc1CNC(=O)c1ccc(-c2ccccc2Cl)o1	-12	1	-0.1	2.2	-0.2	3	-12	-25	2	3.2
